# T cell modulator: T cell immune modulation candidate. 2C CD8+ T cell-vesicle binding, flow cytometry; active compounds read low. calls only at 7 µM. actives 0.068% (n = 330,000). AID 2052;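 active = response, share of CD8 T cells binding vesicles, and their 90th percentile fluorescence all below set limits, cut at about 80% in these data, passing the limit was not always enough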
#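 material = purified 2C TCR transgenic mouse naive CD8+ T cells | controls = Unloaded micro-vesicles (low), QL9 vesicles with 0.7% DMSO (high) | detection = cytometric PE anti-B7-1 and Alexa647 anti-CD8 signals after 1% paraformaldehyde fixation | incubation = binding step 1.5 h, 37 °C, antibody labelling 20 min, ice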
# KOR beta-arrestin-1: KOR antagonists, beta-arrestin recruitment, cell-based, luminescence, uHTS (AID 1778) | KOR beta-arrestin recruitment, luminescence, antagonist mode; higher % means a stronger effect | inhibition, % at 10 µM; hits with a dose series show IC50 in µM | actives 0.091% (n = 290,000); in the data active = inhibition above about 50%; note: strong numbers were not always called active
# GPR55 activation: GPR55 agonists via beta-arrestin recruitment, primary screen, imaging, U2OS cells, beta-arrestin-GFP redistribution (AID 1961) | U2OS GPR55 beta-arrestin-GFP redistribution imaging; higher % means a stronger effect | activation, % at 10 µM; hits with a dose series show EC50 in µM | actives 0.048% (n = 290,000);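 active = activation above 40% with more than 50 cells counted in the well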;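 note: U2OS osteosarcoma cells stably expressing GPR55 and beta-arrestin-GFP; plate controls were DMSO negative control for no effect and LPI positive control for full effect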
# NTR1 ag: NTR1-driven beta-arrestin-GFP spot formation – imaging, U2OS cells, high content, primary screen (AID 493036) | activation, % at 20 µM | agonist mode | actives 0.17% (n = 330,000);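 active = activation at or above 40% of the spot to cytoplasm intensity ratio, with at least 20 cells analyzed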;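 note: 0% = DMSO without peptide and 100% = 100 nM NTR1 peptide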
# Target sequence (P30989 whole entry, looked up): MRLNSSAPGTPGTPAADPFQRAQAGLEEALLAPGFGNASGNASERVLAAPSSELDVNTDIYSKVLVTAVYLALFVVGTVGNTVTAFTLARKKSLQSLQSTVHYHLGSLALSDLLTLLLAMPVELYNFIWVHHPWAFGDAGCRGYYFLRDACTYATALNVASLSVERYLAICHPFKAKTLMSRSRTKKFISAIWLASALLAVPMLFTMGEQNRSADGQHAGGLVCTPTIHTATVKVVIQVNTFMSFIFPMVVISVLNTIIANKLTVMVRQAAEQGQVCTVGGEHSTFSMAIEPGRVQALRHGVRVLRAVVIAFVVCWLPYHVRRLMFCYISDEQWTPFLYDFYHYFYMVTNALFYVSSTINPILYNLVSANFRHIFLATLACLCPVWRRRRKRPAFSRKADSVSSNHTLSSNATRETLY
# GPR35 antagonists: GPR35 antagonists blocking zaprinast-driven arrestin recruitment, primary screen, imaging, U2OS, beta-arrestin-GFP, zaprinast agonist (AID 2058). actives 0.052% (n = 290,000). inhibition, % at 10 µM; hits with a dose series show IC50 in µM. U2OS GPR35 beta-arrestin-GFP translocation imaging, zaprinast antagonism; higher % means a stronger effect;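 active = inhibition of at least 50% with at least 30 cells and total cytoplasm GFP at most 10,000,000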
# KOR beta-arrestin-2: KOR agonists, beta-arrestin recruitment, primary screen, cell-based, luminescence, uHTS (AID 1777); actives 0.02% (n = 280,000); KOR beta-arrestin recruitment, luminescence; higher % means a stronger effect; one-dose activation, % at 10 µM; EC50 in µM for titrated hits; in the data active = activation above about 50%, passing the limit was not always enough; note: a part of the inactive calls stands beside numbers as strong as those of hits
# GPR55 antagonists: inhibition of LPI-stimulated GPR55 beta-arrestin translocation – imaging, U2OS, beta-arrestin-GFP, LPI agonist, primary screen (AID 2013). U2OS GPR55 beta-arrestin-GFP translocation imaging, LPI antagonism; higher % means a stronger effect. inhibition, % at 10 µM; hits with a dose series show IC50 in µM. actives 0.13% (n = 290,000);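 active = spots per cell inhibited over 60%, with over 100 cells counted and total cytoplasm intensity under 500,000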;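 note: U2OS cells stably carrying GPR55 and arrestin-GFP stimulated by 5 µM LPI near EC80; imaged beta-arrestin-GFP aggregate spots per cell after agonist stimulation; plate controls were LPI-stimulated DMSO wells for no effect and DMSO wells without LPI for full effect; some results filed as inactive read as strong as hits; confirmed hits need IC50 under 10 µM and bright autofluorescent wells are also inconclusive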
# West Nile antiviral: West Nile virus antiviral activity, cell-based, CPE readout (AID 1621) | West Nile virus-infected cells, CPE inhibition; higher % means a stronger effect | CPE inhibition, % at 10 µM, or IC50 in µM where a hit was titrated | actives 0.02% (n = 290,000); in the data active = a potency from the dose series; note: strong numbers were not always called active
# Salmonella PhoP GFP: PhoP-dependent GFP reporter repression – Salmonella Typhimurium, primary screen (AID 1863); S. Typhimurium PhoP-regulated promoter GFP reporter, 4 h; higher % means a stronger effect; one-dose inhibition, % at 50 µM; IC50 in µM for titrated hits; actives 0.16% (n = 300,000);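 active = inhibition over 29.93%, a cutoff 3 SD above the screen mean, later confirmed by dose response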;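 note: 0% = low Mg2+ inducing control and 100% = high Mg2+ repressing control; strong numbers were not always called active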
# T cell modulator vesicle-bound %: further read-out of T cell modulator, marked with its call; double positive events, %; measured here: CD8+ vesicle-bound cell fraction;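 binding gate set so that unloaded-vesicle control wells show 10% double positive cells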
# NTR1 ag cell count 20 µM: further read-out of NTR1 ag, marked with its call; cell count; measured here: cell count, cytotoxicity flag
# The depositor's hits bear a star; i = inactive; nt = no result given; [ ] = dose if it differs, or a comment.
SMILES,T cell modulator,T cell modulator vesicle-bound %,KOR beta-arrestin-1,GPR55 activation,NTR1 ag,NTR1 ag cell count 20 µM,GPR35 antagonists,KOR beta-arrestin-2,GPR55 antagonists,West Nile antiviral,Salmonella PhoP GFP
COc1ccc(/C=C/C(=O)Oc2ccc(C)cc2)cc1,i,59,13%,0.6%,5.2,59,-5%,0.0%,3%,-0.9%,4%
CCCC(C(=O)NCCC(C)C)N(Cc1ccccc1)C(=O)c1snc(C(N)=O)c1N (stereo unspecified),i,47,-13%[20 µM],0.5%,4.3,48,-1%,-1.1%,-6%,-1.6%,-5%
COc1ccc(Nc2nc3ccc(OC)cc3s2)cc1,i,19,-60%,-0.5%,-0.3,62,3%,6.8%,2%,-0.4%,-1%
CCOc1ccc2nc(N3CCC(C(=O)N4CCN(c5ccccn5)CC4)CC3)sc2c1,i,22,3%,-0.3%,-2.3,71,6%,-5.7%,5%,-0.6%,1%
CCOC(=O)c1cc(C#N)c(N2CCOCC2)nc1-c1ccccc1,i,66,-9%,0.5%,2.3,33,-11%,-8.5%,12%,-0.3%,0%
Cc1ccc(CN2CCNC(=O)C2CC(=O)N(C)C2CCOCC2)cc1 (stereo unspecified),i,57,37%,-0.1%,-0.1,78,0%,-5.5%,-9%,-0.1%,5%
CSCC[C@H](NC(=O)OC(C)(C)C)C(=O)NCC1CCC(C(=O)O)CC1 (stereo partly specified),i,23,4%,-0.1%,2.6,60,-1%,2.7%,9%,0.4%,-2%
COC(=O)C1=CN(C2CCCCC2)C=C(C(=O)OC)C1c1ccc2c(c1)OCO2,i,66,4%[20 µM],0.7%,1.0,87,5%,nt,-6%,-1.3%,nt
O=C(CN1CCc2ccccc2C1)Nc1ccc(F)cc1,i,46,-56%[20 µM],0.2%,0.0,54,10%,-2.0%,-9%,-0.3%,-1%
Cc1ccc(NC(=S)NCCc2ccccc2)nc1,i,26,-8%,-0.9%,5.7,51,10%,-5.7%,13%,-1.0%,-2%
Cc1cccc(-c2cc3nc4c(c(N5CCCC(O)C5)n3n2)CCC4)c1 (stereo unspecified),i,17,-22%,0.3%,7.1,42,11%,3.3%,2%,1.4%,-9%
CCN(CC)C1=CC(=O)OC12CCCCC2,i,22,-47%,0.3%,-3.2,95,9%,4.7%,-7%,0.4%,12%

# Single records, as listed above:
# CCCC(C(=O)NCCC(C)C)N(Cc1ccccc1)C(=O)c1snc(C(N)=O)c1N (stereo unspecified) in the list: T cell modulator = i; T cell modulator vesicle-bound % = 47; KOR beta-arrestin-1 = -13%[20 µM]; GPR55 activation = 0.5%; NTR1 ag = 4.3; NTR1 ag cell count 20 µM = 48; GPR35 antagonists = -1%; KOR beta-arrestin-2 = -1.1%; GPR55 antagonists = -6%; West Nile antiviral = -1.6%; Salmonella PhoP GFP = -5%
# Cc1ccc(NC(=S)NCCc2ccccc2)nc1 in the list: T cell modulator = i; T cell modulator vesicle-bound % = 26; KOR beta-arrestin-1 = -8%; GPR55 activation = -0.9%; NTR1 ag = 5.7; NTR1 ag cell count 20 µM = 51; GPR35 antagonists = 10%; KOR beta-arrestin-2 = -5.7%; GPR55 antagonists = 13%; West Nile antiviral = -1.0%; Salmonella PhoP GFP = -2%

# Continuation:
SMILES,T cell modulator,T cell modulator vesicle-bound %,KOR beta-arrestin-1,GPR55 activation,NTR1 ag,NTR1 ag cell count 20 µM,GPR35 antagonists,KOR beta-arrestin-2,GPR55 antagonists,West Nile antiviral,Salmonella PhoP GFP
Cc1ccccc1OCC(=O)NC(=S)Nc1ccc(N2CCCC2)cc1,i,37,-11%,0.2%,0.7,51,5%,-0.7%,6%,-0.8%,-3%
CC(=O)N1c2ccc(S(=O)(=O)N(C)CC(=O)NC(C)c3ccccc3)cc2CC1C (stereo unspecified),i,14,-58%,-0.1%,0.0,60,0%,3.7%,-6%,-0.3%,-3%
Cc1ccc(-c2ccc(/C=C3\C(=O)ON=C3c3ccccc3)o2)c([N+](=O)[O-])c1,i,34,-27%,18%,100*,56*,17%,10%,24%,-0.3%,17%
CC(C)(C)c1nc(SCC(=O)Nc2ccc(N3CCOCC3)cc2)c2ccccc2n1,i,55,-44%,0.3%,1.1,75,8%,2.6%,10%,1.4%,-3%
Cc1cccc(OC(C)C(=O)Nc2ccccc2C(=O)N2CCCCC2)c1 (stereo unspecified),i,6,11%,-0.1%,0.3,67,0%,1.8%,8%,-0.1%,-8%
CN1CCc2nc(SCCOc3ccccc3)c(C#N)cc2C1,i,38,4%,0.1%,4.7,54,-25%,-3.1%,10%,0.1%,0%
CCOC(=O)N1CCN(CCC(=O)Nc2cc(OC)cc(OC)c2)CC1,i,6,1%,0.7%,1.1,33,-9%,-3.0%,9%,0.0%,6%
Cc1ccc(OCCCC(=O)NC2CCCCC2)cc1,i,60,21%,0.0%,-0.8,47,-11%,-0.6%,nt,-0.6%,-3%
S=c1[nH]cc(-c2ccccc2)n1-c1ccccc1Cl,i,31,39%,0.3%,1.2,57,-1%,-3.8%,9%,-0.6%,-8%
CC1CCCN(C2(O)C(=O)Nc3ccc(Cl)cc32)C1 (stereo unspecified),i,19,14%,-0.1%,-1.2,48,14%,-0.4%,6%,0.9%,-5%
COc1ccc(/C=C(/C(=O)Nc2ccccc2C(=O)NC(C)C)c2ccccc2)cc1,i,34,0%,-2.3%,18,80,-15%,0.9%,38%,0.9%,-9%
CNc1nc(N)c([N+](=O)[O-])c(NCC2CCCO2)n1 (stereo unspecified),i,40,-17%,-0.2%,-0.9,49,-15%,-2.4%,-18%,0.4%,-7%
COc1ccc(C2=NOC(Cn3c(Cc4ccc(Cl)cc4)nc4c3c(=O)n(C)c(=O)n4C)C2)cc1 (stereo unspecified),i,36,-4%,-1.0%,5.6,45,8%,9.4%,1%,0.0%,-4%
O=C(Nc1ccccn1)c1ccc2c(c1)OCO2,i,39,34%,0.6%,-0.9,49,-9%,-3.2%,17%,0.4%,5%
O=C(Cc1ccc(-n2c(=O)c3sccc3n(CC(=O)Nc3ccccc3)c2=O)cc1)NCc1ccco1,i,31,2%,0.6%,-0.2,61,-3%,-5.6%,6%,-0.6%,-1%
O=C(NNC(=O)C1CCN(c2ncccn2)CC1)c1ccccc1,i,48,-24%,-0.1%,0.4,43,0%,-0.2%,10%,0.9%,1%
CCOc1ccc(S(=O)(=O)Nc2ccccc2C(=O)NCC2CCCO2)cc1 (stereo unspecified),i,11,0%,0.9%,0.4,59,-2%,-6.6%,6%,-0.5%,7%
COCCn1c(=O)[nH]c2cc(C(=O)N3CCN(c4cccc(C(F)(F)F)c4)CC3)ccc2c1=O,i,15,0%,-0.1%,0.4,39,-13%,0.0%,15%,-0.6%,-3%
C/C(=N/NC(=O)c1ccc(Br)s1)c1cccnc1,i,50,13%,-0.1%,0.3,61,-3%,-0.7%,-14%,0.1%,11%
COc1ccc(-c2nnc(Nc3nc4c(OC)cccc4s3)o2)c(OC)c1,i,25,-1%,-0.5%,0.9,43,-7%,-9.3%,-5%,2.0%,-6%
Cc1c(OC(C)C(=O)NCCCN2CCOCC2)ccc2c3c(c(=O)oc12)CCCC3 (stereo unspecified),i,57,-18%,-0.1%,0.5,44,4%,1.2%,7%,-0.1%,-2%
Cc1occc1C(=O)N/N=C/c1ccccn1,i,61,-9%[20 µM],-0.3%,-1.4,90,-3%,-1.4%,4%,0.2%,6%
Cc1cc(OCC(=O)NC2CC2)c2c(C)c(C)c(=O)oc2c1,i,20,-26%,-0.2%,0.9,55,2%,2.9%,5%,-0.1%,-3%
Cc1cc(NC(=S)Nc2cccc3ccccc23)n[nH]1,i,62,-2%,-0.3%,0.0,60,-1%,-5.2%,8%,-0.9%,-3%
COc1ccc(OC)c(/C=C/C(=O)N2CCCc3ccccc32)c1,i,43,6%,0.0%,2.8,54,-17%,-3.2%,13%,-0.3%,-1%
O=C(NCc1ccc(Cl)s1)C1CCC(=O)N(CCc2cccc(F)c2)C1 (stereo unspecified),i,20,0%,-0.1%,0.8,77,5%,2.8%,1%,-0.2%,-6%
CCOc1ccccc1NC(=O)COC(=O)c1cc[n+]([O-])cc1,i,32,-3%,0.9%,-0.1,64,2%,0.4%,0%,0.1%,nt
O=C(N/N=C/c1sc(N2CCOCC2)nc1-c1ccccc1)c1ccccc1Cl,i,68,10%[20 µM],-0.1%,-0.9,101,-19%,-2.6%,3%,-0.1%,-5%
Cn1c(-c2ccc(C=O)s2)nc2ccccc21,i,52,1%,0.3%,2.3,38,16%,0.5%,6%,0.1%,6%
CC(C)CC(=O)CN1C(=O)C2(OCCO2)c2ccccc21,i,13,-7%,-0.5%,3.2,87,-4%,-0.7%,-2%,-0.4%,10%
COc1ccc(CCNC(=O)Cn2cnc3c(nnn3Cc3ccccc3F)c2=O)cc1OC,i,6,-16%,0.1%,-0.3,47,-1%,11%,-9%,0.2%,7%
COc1ccc(N2C(=O)c3ccccc3NC23CCCCC3)cc1,i,21,27%,-0.2%,-0.1,34,29%,-5.5%,2%,-0.6%,0%
CC(=O)Nc1ccc(S(=O)(=O)N2CCN(C(=O)c3ncoc3-c3cccc(C)c3)CC2)cc1,i,49,10%,0.2%,1.2,49,4%,-4.1%,12%,-0.4%,-6%
COc1ccc(NS(=O)(=O)c2ccc(Cl)c(NC(=O)c3cccnc3Cl)c2)cc1,i,18,7%,-0.2%,3.5,72,4%,1.2%,-6%,-0.3%,-11%
COc1cccc(OC)c1C(=O)Nc1sc2c(c1C(N)=O)CCN(Cc1ccccc1)C2,i,26,-44%[20 µM],0.0%,1.8,72,8%,-2.7%,3%,-0.4%,nt
Cc1ccc(C)c(NC(=O)CN(C)C(=O)c2ccncc2)c1,i,32,0%,0.2%,0.2,71,-8%,-2.5%,7%,-0.2%,-3%
CC(C)(C)NCc1cc2ccccc2[nH]c1=O,i,40,-30%,0.3%,0.4,51,19%,-5.0%,5%,-0.1%,-13%
